L3MBTL1 inh: inhibitors of human L3MBTL1 | Q9Y468 | AlphaScreen L3MBTL1–H3K9me1 peptide binding | Potency, µM (highest dose often 57.1 µM), without a hit: top-dose activity, negative = inhibition, actives largely listed as inhibitors | hit rate 0.66% among 230,000 | AID 485360; note: nearly all actives have a fitted effect of over 60% in size
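Read-out is AlphaScreen signal from streptavidin donor and nickel chelate acceptor beads (10 ug/mL final each) bridging L3MBTL1 (50 nM) and biotinylated K9-monomethylated H3(1-15) peptide (75 nM), after 30 min compound exposure at room temperature.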
TR SRC2 fluor cs: counter-screen for TRb-SRC2 inhibitors: fluorescence interference. TRb/SRC2 Texas Red total fluorescence interference. Potency, µM (doses to about 106 µM), for the others: top-dose fluorescence change, negative = quenching. hit rate 0.29% among 280,000. AID 1479; active = well fitted curve in either direction with a large enough effect; inconclusive = small, poorly fitted or top-dose-only effect
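Flags fluorescent or light-absorbing compounds by total fluorescence, S + 2P, at 555 nm excitation and 632 nm emission. Mixture: 20 nM Texas Red SRC2 peptide, 0.6 uM human TRb LBD, 1 uM T3, 5% DMSO; compound exposure 5 h at ambient temperature.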
Tau fibril FP: blocks human tau fibril formation measured by polarization; K18 P301L tau heparin fibrillization, Alexa594 FP, 6 h; Potency, µM (highest dose often 57.7 µM), for inactives: at the highest dose activity, negative = inhibition, usual class: inhibitors; hit rate 0.39% among 280,000; AID 1468; note: nearly all actives have a fitted effect of over 55% in size
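Compound effects on tau fibrillization are measured by Alexa 594 fluorescence polarization (ex 555, em 632 nm). K18 P301L tau is used at 15 uM with 0.24 uM labeled tracer, and 20 uM heparin induces aggregation over 6 hr at 37 C.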
TRb SRC2 PPI: TRbeta-SRC2 interaction inhibition. P10828. TRbeta-SRC2 peptide binding, fluorescence polarization; receptor liganded with 1 µM T3. hit rate 0.065% among 280,000. Potency, µM (highest dose often 106 µM), inactives show top-dose activity change, negative = inhibition, usual class: inhibitors;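 note: plate controls were bound peptide for no effect and peptide without receptor for full effect; nearly all actives have a fitted effect of over 50% in size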
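Human TRb ligand-binding domain (0.6 uM) is mixed with 20 nM Texas Red SRC2 peptide and 1 uM T3; after compound addition and 5 hr at ambient temperature, polarization is measured and normalized to unbound and bound controls.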
JMJD2E inh: inhibitors of human JMJD2E histone demethylase; B2RXH2; JMJD2E catalytic domain, FDH-coupled NADH fluorescence (FDH is formaldehyde dehydrogenase); Potency, µM (titrated, usually from 57.1 µM), for inactives: at the highest dose activity change, negative = inhibition, most hits filed as inhibitors; hit rate 1.6% among 230,000; active = well fitted inhibition curve with a large enough effect, not every such curve was filed as active; inconclusive = small, poorly fitted or top-dose-only effect, or another doubt; inactive = no such curve, though single readings can be large or run the other way;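 note: 0% = wells with enzyme and -100% = buffer wells without enzyme; nearly all actives have a fitted effect of over 50% in size; many of its hits are not listed in these tables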
Tau ThT inhib: tau fibrillization inhibition (ThT binding) | Potency, µM (doses to about 57.4 µM), for inactives: at the top dose activity, negative = inhibition, hits mostly inhibitors | recombinant tau K18 P301L (four-repeat tau fragment), heparin-induced fibrillization, ThT fluorescence | P10636 | hit rate 2.1% among 270,000; note: nearly all actives have a fitted effect of over 55% in size
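Aggregation was driven by heparin (20 uM final) acting on recombinant tau […] bearing P301L in 100 mM sodium acetate pH 7; fibrils were detected with Thioflavin T.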
GoLoco inh red: RGS12 GoLoco-Gai1 interaction inhibition. P63096. Gai1:RGS12 GoLoco peptide FP, rhodamine, 10 min. Potency, µM (highest dose often 61.6 µM), for inactives: top-dose activity, negative = inhibition, most hits filed as inhibitors. hit rate 0.44% among 230,000; active = well fitted inhibition curve with a large enough effect, not every such curve was filed as active; inactive = no such curve, though single readings can be large or run the other way; note: nearly all actives have a fitted effect of over 30% in size; many of its hits are not listed in these tables
Target sequence (P63096 whole entry, looked up): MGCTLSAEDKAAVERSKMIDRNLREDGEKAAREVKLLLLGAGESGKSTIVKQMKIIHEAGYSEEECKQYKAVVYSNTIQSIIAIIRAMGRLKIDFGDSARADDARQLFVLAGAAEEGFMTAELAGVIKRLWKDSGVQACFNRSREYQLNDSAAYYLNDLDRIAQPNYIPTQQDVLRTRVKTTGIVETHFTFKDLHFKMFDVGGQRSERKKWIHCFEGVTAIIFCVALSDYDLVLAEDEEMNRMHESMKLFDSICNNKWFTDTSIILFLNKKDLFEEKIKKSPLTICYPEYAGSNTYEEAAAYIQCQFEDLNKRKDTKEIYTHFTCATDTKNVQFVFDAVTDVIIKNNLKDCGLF
RECQ1 helicase: inhibitors of human RECQ1 DNA helicase. Potency, µM (doses to about 57.3 µM), inactives show top-dose activity, negative = inhibition, most hits filed as inhibitors. hit rate 0.54% among 240,000. RECQ1 DNA unwinding, red fluorescence kinetic read. P46063. AID 2549;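 note: plate controls were vehicle for no effect and no enzyme for full effect; nearly all actives have a fitted effect of over 30% in size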
Target sequence (P46063 whole entry, looked up): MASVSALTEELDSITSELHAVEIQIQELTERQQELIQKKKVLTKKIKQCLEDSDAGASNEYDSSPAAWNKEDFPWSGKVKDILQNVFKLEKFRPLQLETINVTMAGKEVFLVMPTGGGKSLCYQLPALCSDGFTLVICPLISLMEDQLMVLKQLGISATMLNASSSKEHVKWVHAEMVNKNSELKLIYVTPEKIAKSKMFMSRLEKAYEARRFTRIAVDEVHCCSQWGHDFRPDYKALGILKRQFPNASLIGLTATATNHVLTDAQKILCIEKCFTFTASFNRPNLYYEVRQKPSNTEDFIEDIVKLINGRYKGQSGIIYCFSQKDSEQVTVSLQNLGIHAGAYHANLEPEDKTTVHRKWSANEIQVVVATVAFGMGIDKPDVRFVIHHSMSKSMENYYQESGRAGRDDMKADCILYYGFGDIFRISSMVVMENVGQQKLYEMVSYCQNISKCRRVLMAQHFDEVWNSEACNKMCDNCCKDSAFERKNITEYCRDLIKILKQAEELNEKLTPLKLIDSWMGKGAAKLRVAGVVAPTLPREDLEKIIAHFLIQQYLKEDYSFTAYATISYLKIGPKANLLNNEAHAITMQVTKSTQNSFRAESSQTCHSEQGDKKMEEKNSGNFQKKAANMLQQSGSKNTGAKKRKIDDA
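RECQ1T1 50 nM; forked duplex (20 bp + 30-nt ss tails) 200 nM, ATP 2 mM final; pH 8.0, 2 mM MgCl2, 2.5 ug/ml poly(dI-dC); 15 min compound preincubation; discontinuous kinetic read over 2 h at RT.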
Numbers without * were called inactive; i = inactive; ? = inconclusive; / = no result given; & = joins results of further samples; [ ] = remark or other dose. Unless noted, calls come from the whole dose curve; as a rule, active = well fitted curve in the direction sought with a large enough effect; inconclusive = small, poorly fitted or top-dose-only effect, or another doubt; inactive = no such curve, though single readings can be large; an effect the other way counts as inactive or inconclusive. Unless noted, % is set by controls: 0 for no effect and ±100 for the full control effect; potency is the fitted concentration of half-maximal effect. Some of the compounds tested, so the mix of outcomes need not match the whole.

SMILES	L3MBTL1 inh	TR SRC2 fluor cs	Tau fibril FP	TRb SRC2 PPI	JMJD2E inh	Tau ThT inhib	GoLoco inh red	RECQ1 helicase
Cc1ccccc1OCCn1cc(/C=C(\C#N)C(=O)NCc2ccco2)c2ccccc21	-1%	5%	0%	9%	7%	2%	-1%	-3%
Cc1ccc(NC(=O)CCC(=O)OC(C(=O)c2ccc(C)c(C)c2)c2ccccc2)c(C)c1 (stereo unspecified)	2%	-1%	2%	8%	3%	0%	-2%	-1%
O=C(CSc1nnc(-c2cccnc2)n1-c1ccccc1)N1CCN(c2ccc(F)cc2)CC1	/	1%	6%	-9%	-11%	?	9%	i
CCNC(=O)CC1SC(=Nc2ccc(C)cc2)NC1=O (stereo unspecified)	-4%	-4%	-8%	-1%	2%	-3%	-1%	7%
CCOC(=O)N1CCN(C(=O)CN(c2cccc(C)c2)S(=O)(=O)c2ccccc2)CC1	-1%	1%	-1%	-3%	-7%	-2%	4%	-2%
Cc1cccc(-c2nnc(SCc3ccccc3)o2)c1	48%[activator]	0%	-13%	-7%	4%	-20%	-7%	-4%
O=C(O)c1cc(C(F)(F)F)nc2ccccc12	-3%	-5%&0%	7%&-2%	6%&0%	-5%&-3%	8%&2%	8%&0%	-1%&-1%
CCOc1ccc(-c2nnc3ccc(SCC(=O)Nc4cc(C)on4)nn23)cc1	6%	-3%	-5%	-7%	-9%	-6%	5%	5%
CCC(C)(C)c1ccc(OCCCC[n+]2cccc(C)c2)c(C(C)(C)CC)c1	/	-3%	4%	-3%	5%	?	4%	-6%
Cc1ccc(C)c(OCCn2c(=O)c3c(ncn3C3CCCC3)n(Cc3ccccc3)c2=O)c1	-10%	-1%[53 µM]	5%	-13%[53 µM]	-3%	-8%	-3%	1%
O=C(O)C1Cc2c([nH]c3ccccc23)C(c2ccc3c(c2)OCO3)N1 (stereo unspecified)	0%	-2%	1%	-1%	?	-10%	4%	i
CCOC(=O)CN1C(=O)C(Sc2n[nH]c(-c3ccc(O)cc3)n2)CCc2ccccc21 (stereo unspecified)	/	-1%	-12%	-9%	-4%	-10%	5%	i
O=C(O)CC1(CC(=O)Nc2ccc3ccccc3n2)CCCCC1	/	-9%	1%	0%	-5%	/	-1%	-8%
COc1ccc(Br)cc1CN(C)CC(=O)Nc1cccc(S(N)(=O)=O)c1	-3%	0%	-4%	-6%	-2%	6%	8%	i
COC(=O)c1ccccc1NC(=O)C(=O)NCC1CCCO1 (stereo unspecified)	9%	-22%	3%	3%	3%	1%	-5%	0%
CCOC1OC(=O)C(Cl)=C1Nc1cc(C)ccc1C (stereo unspecified)	/	-2%	-6%	-1%	12%	-7%	-17%	8%
COC(=O)c1ccccc1NC(=O)Cn1c(=O)n(-c2ccc(C)cc2)c(=O)c2ccccc21	/	4%	4%	-2%	/	-11%	/	/
COc1ccc(OC)c(CNC(=O)c2cc3ccc4cccnc4c3[nH]2)c1	/	0%	-8%	-6%	/	-14%	/	/
COc1cccc(-n2nnc3c(=O)n(CC(=O)N4CCC(Cc5ccccc5)CC4)cnc32)c1	13%	-2%	2%	6%	5%	0%	19%	-2%
Cc1ccc(S(=O)(=O)N2CCCCC2C(=O)NCc2ccco2)cc1 (stereo unspecified)	-9%	-4%	5%	0%	-1%	-13%	-17%	-7%

Record cards, from the list above.
Shown for `COc1ccc(Br)cc1CN(C)CC(=O)Nc1cccc(S(N)(=O)=O)c1` : L3MBTL1 inh = -3%; TR SRC2 fluor cs = 0%; Tau fibril FP = -4%; TRb SRC2 PPI = -6%; JMJD2E inh = -2%; Tau ThT inhib = 6%; GoLoco inh red = 8%; RECQ1 helicase = i
Shown for `O=C(O)c1cc(C(F)(F)F)nc2ccccc12` : L3MBTL1 inh = -3%; TR SRC2 fluor cs = -5%&0%; Tau fibril FP = 7%&-2%; TRb SRC2 PPI = 6%&0%; JMJD2E inh = -5%&-3%; Tau ThT inhib = 8%&2%; GoLoco inh red = 8%&0%; RECQ1 helicase = -1%&-1%

Next results:
SMILES	L3MBTL1 inh	TR SRC2 fluor cs	Tau fibril FP	TRb SRC2 PPI	JMJD2E inh	Tau ThT inhib	GoLoco inh red	RECQ1 helicase
O=C(N/N=C/c1ccc(F)cc1)c1cc(-c2ccco2)nc2ccccc12	3.5µM*	32µM*[quencher]	9%	3%	?	?	9%	10µM*
CCN(CCCNC(=O)C1CCCN(S(=O)(=O)CC)C1)c1cccc(C)c1 (stereo unspecified)	10%	-8%	7%	-9%	-2%	1%	-25%	-8%
CCOc1ccc(NC(=O)CSc2nccn2Cc2ccco2)cc1	/	-4%	-2%	-5%	/	-10%	/	/
COc1ccccc1-c1ccc(SCC(=O)N2CCOCC2)nn1	16%	-2%	0%	6%	0%	-5%	5%	i
CC(C)OC(=O)c1cccc(NC(=O)c2ccccc2)c1	2%	-6%	?	-3%	6%	-9%	3%	-1%
CCOC(=O)c1[nH]c(C)c(C(=O)OCC(=O)N(CC)C2CCS(=O)(=O)C2)c1C (stereo unspecified)	/	-7%	-1%	-7%	0%	7%	-37%	i
COc1ccccc1-c1nnc(SCC(=O)OC(C)C)o1	/	1%	-2%	10%	8%	2%	7%	1%
CC(=O)CC1OC(=O)C(Br)=C1NCc1ccccc1 (stereo unspecified)	-7%	-1%	?	1%	4%	8.9µM*	11%	-4%
COCCNC(=O)C(OC(=O)c1nsc(Cl)c1Cl)C(C)C (stereo unspecified)	/	-1%	-3%	1%	10%	-2%	-11%	-1%
CCCCCC(O)CCCC(=O)O (stereo unspecified)	/	1%&1%&-2%	-9%&7%&0%	3%&-1%&0%	-2%	-5%&2%&-8%	1%&4%&-1%	-6%
N#C/C(=C/c1ccc(-c2ccccc2[N+](=O)[O-])o1)C(=O)NCCN1CCCCC1	-20%	-5%	1%	-3%	-25%	?	7%	-10%
CCc1ccccc1NC(=O)CSc1nc(-c2ccccc2OC)nc2c1Cc1c(CO)cnc(C)c1O2	/	-2%	-5%	-2%	/	-6%	/	/
Cc1ccc(CNc2nc3c([nH]2)c(=O)n(C)c(=O)n3C)cc1	2%	0%	-6%	-2%	-1%	-4%	3%	4%
COc1ccccc1N(CN1CCCC1=O)C(=O)COc1ccccc1	5%	1%	-5%	-2%	-7%	-4%	-8%	-8%
CC(=O)n1cc([C@@H]2C=C(C(=O)N3CCN(Cc4ccc5c(c4)OCO5)CC3)O[C@H](OCCCCO)C2)c2ccccc21	-2%	0%	3%	-4%	-19%	-15%	-8%	?
O=C(CSc1nc(-c2ccccc2)nc2c1CCCC2)N1CCOCC1	-5%	1%	-3%	-16%	-2%	10%	2%	-5%
Cc1ccc(C(=O)N/N=C\c2cccs2)cn1	/	-1%	-2%	-12%	0%	-8%	9%	-5%
O=C(Nc1ccc2nc3n(c(=O)c2c1)CCCCC3)c1ccccc1Cl	10%	-1%	-3%	6%	-5%	-5%	11%	-15%
COc1ccc(C(C)=O)cc1COC(=O)c1cc(C)oc1C	7%	2%	3%	-3%	10%	-17%	0%	i
CCOCCCNC(=O)CN1C(=O)COc2ccc(S(=O)(=O)N3CCOCC3)cc21	/	4%	4%	-1%	/	1%	/	/
COc1ccc(CNC2CCCc3ccccc32)cc1OC (stereo unspecified)	8%	-1%	-2%	6%	?	-3%	-6%	-2%
COc1ccc(OCCNC(=O)C(c2ccccc2)c2ccccc2)cc1	29%	-6%	1%	-4%	11%	9%	7%	i
CCN1CCc2c(OCc3ccc(C)cc3)cccc2C1=O	/	-2%	7%	-1%	3%	?	12%	-2%
CCN(C(=O)CSc1nc2ccccc2n1CC(=O)Nc1cccc(C#N)c1)c1ccccc1	/	-1%	-10%	2%	/	4%	/	/
O=C(Nc1ccc(N2CCCC2)c(Cl)c1)c1cccnc1	?	-6%	9%	-4%	-2%	10%	57%[activator]	-6%
CCOC(=O)c1c(C)[nH]c(CCC(=O)Nc2c(C)cccc2CC)c1C	/	-1%	-8%	-1%	/	-9%	/	/
COc1ccc(N2CCN(C(=O)CCN3C(=O)C4C5C=CC(C5)C4C3=O)CC2)cc1 (stereo unspecified)	/	1%	7%	0%	1%	-14%	-2%	-17%
COc1ccc(C)cc1-n1nnnc1SCC(=O)NC(=O)NCc1ccco1	?	-1%	2%	-4%	-6%	-10%	11%	28µM*
COc1ccc(CNC(=O)c2cnn(-c3ccc(F)cc3)c2-n2cccc2)cc1	/	1%	1%	2%	/	-6%	/	/
CCCOP(=O)(OCCC)C(NC(=O)C(C)(C)C)c1ccccc1 (stereo unspecified)	4%	0%	9%	-1%	2%	0%	10%	-1%
Cc1ccc2c(c1)cc(C(=O)NCc1ccc(F)cc1)n2C	/	6%	4%	4%	/	11%	/	/
CCOC(=O)N1CCN(c2c(NCCCOC(C)C)c(=O)c2=O)CC1	-8%	-1%	5%	2%	-4%	-2%	-11%	-3%
COc1cccc(OC)c1OCCNCCO	?	-1%	-7%	-17%	0%	-2%	4%	-1%
Cc1cccc(Oc2cnn(C(C)(C)C)c(=O)c2Cl)c1	-6%	-8%	3%	-5%	-1%	-11%	1%	-2%
CCCN1CCC(NC(=S)Nc2ccc(S(N)(=O)=O)cc2)CC1	-14%	-4%	-4%	-11%	-2%	-6%	6%	-11%
COc1ccc(N2C(=O)C3[C@@H](C2=O)C2(Cl)C(Cl)=C(Cl)C3(Cl)C2(OC)OC)cc1 (stereo partly specified)	4%	2%	1%	-1%	-1%	-3%	-9%	-5%
OC1(Cc2ccccc2)CCNCC1	3%	-1%&-2%	1%&-4%	-4%&0%	-2%&11%	-6%&4%	-2%&6%	0%&20%
Cc1ccc(Cc2cnc(NC(=O)/C(C#N)=C/c3ccc(-c4ccccc4[N+](=O)[O-])o3)s2)cc1	-2%	-1%	12%	-9%	7%	?	23%	17%
Cc1ccc(C)c(NC(=O)C2CC(O)CN2C(=O)OCc2ccccc2)c1 (stereo unspecified)	2%	3%	-3%	3%	1%	-10%	8%	i

Compound activity as filed in PubChem BioAssay.
